uPA surface inh = cell surface uPA generation inhibition. 330,000 tested, 0.31% active. Potency, µM (highest dose often 38.3 µM), for inactives: top-dose activity change, negative = inhibition, most hits filed as inhibitors. cell surface uPA generation assay, qHTS. AID 540303; active = well fitted inhibition curve with a large enough effect; inconclusive = small, poorly fitted or top-dose-only effect; inactive = no such curve, though single readings can be large or run the other way; tested in mouse RAW 264.7 cells; note: potency is the fitted concentration of half-maximal effect; nearly all actives have a fitted effect of over 55% in size
Giardia killer = kills Giardia lamblia. Giardia lamblia trophozoite viability. activity change, % at 7.66 µM, hits read low. 340,000 tested, 0.15% active. AID 540267; in the data active = activity change below about -80%; inconclusive = between about -30% and that limit;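 note: parasites exposed to compound for two days anaerobically before the ATP read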
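Compounds were tested on trophozoites seeded at 100 cells/well and held 48 hrs at 37 deg C anaerobically. An ATP-based luminescent kit measured the remaining live cells.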
USP2a block = inhibitors of human ubiquitin-specific protease USP2a; O75604; USP2 core, Ub-CHOP2 coupled fluorogenic reporter, 485/531; Potency, µM (titrated, usually from 38.3 µM), without a hit: top-dose activity change, negative = inhibition, most hits filed as inhibitors; 330,000 tested, 0.01% active; AID 463254;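 note: potency is the fitted concentration of half-maximal effect; plate controls were DMSO wells for no effect and full inhibition by NEM control for full effect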
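USP2 core (10nM final) preincubated 30min RT with compound in 20mM Tris-HCl pH 8.0, 2mM CaCl2, 2mM beta-mercaptoethanol, 0.05% CHAPS; 25nM Ub-CHOP2 plus 25nM reporter substrate added, fluorescence (Ex485/Em531) read after 60min.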
KCNH2 3.1 inh = inhibitors of human KCNH2 3.1 potassium channel isoform | activity change, % (tested at about 1.8 µM) | U2OS KCNH2 3.1, thallium flux FluxOr; active compounds read low | 340,000 tested, 0.95% active;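 active = maximum activity change below -70%; inconclusive = maximum activity change from -70% to -50%; inactive = maximum activity change above -50%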;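 note: thallium influx rate constant from kinetic fluorescence after stimulation buffer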
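U2OS cells transduced with KCNH2 3.1 mutant virus (1.77 x 10^8 /mL, 4 h), plated overnight at 37 C, loaded 45 min with FluxOr dye plus Red40 quencher. Thallium flux rate constant from kinetic reads after stimulation buffer, normalised to controls.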
KCNH2 WT inh = blocks the wildtype human KCNH2 potassium channel. activity change, % at 1.84 µM. 340,000 tested, 0.37% active. U2OS, BacMam KCNH2, thallium flux FluxOr; active compounds read low;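 active = maximum activity change below -70%; inconclusive = maximum activity change between -70% and -50%; inactive = maximum activity change above -50%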
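U2OS cells transduced with wild-type KCNH2 virus are loaded with FluxOr dye for 45 min, and thallium flux is measured in kinetic reads before and after stimulation buffer. Rate constants are normalized to DMSO controls.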
Chronic BCR inh = inhibitors of chronic active B-cell receptor signaling; ABC-DLBCL IkBa-CBG/CBR reporter, luminescence ratio, 4 h; Potency, µM (series often up to 46.1 µM), for inactives: top-dose ratio change, negative = lower green/red ratio, actives largely listed as inhibitors; 340,000 tested, 0.05% active; AID 493014; active = well fitted inhibition curve with a large enough effect in the signal ratio, with a control signal flat, not every such curve was filed as active; inconclusive = small, poorly fitted or top-dose-only effect, or effect the other way, or a change in a side signal; the % refers to the signal ratio;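 note: potency is the fitted concentration of half-maximal effect; plate controls were basal doxycycline-induced cells for no effect and cells given 10 µM MG132 for full effect; MG132 reads +100%, hits lower the ratio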
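Doxycycline induced both beetle luciferases in TMD8 lymphoma cells; IKK-driven degradation limits the IkappaBalpha-fused green signal, while red luminescence normalises for cell number and nonspecific effects. Compounds tested up to 46 uM, 4 hrs.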
PKM2 act = activators of human pyruvate kinase M2 | P14618 | purified PKM2, Kinase-Glo ATP luminescence, activation; response scale: 0% is enzyme alone, no compound | Potency, µM (doses to about 57.5 µM), without a hit: at the highest dose activation, most hits filed as activators | 260,000 tested, 0.34% active | AID 1631; note: potency is the fitted concentration of half-maximal effect; nearly all actives have a fitted effect of over 55% in size
Target sequence (P14618 whole entry, looked up): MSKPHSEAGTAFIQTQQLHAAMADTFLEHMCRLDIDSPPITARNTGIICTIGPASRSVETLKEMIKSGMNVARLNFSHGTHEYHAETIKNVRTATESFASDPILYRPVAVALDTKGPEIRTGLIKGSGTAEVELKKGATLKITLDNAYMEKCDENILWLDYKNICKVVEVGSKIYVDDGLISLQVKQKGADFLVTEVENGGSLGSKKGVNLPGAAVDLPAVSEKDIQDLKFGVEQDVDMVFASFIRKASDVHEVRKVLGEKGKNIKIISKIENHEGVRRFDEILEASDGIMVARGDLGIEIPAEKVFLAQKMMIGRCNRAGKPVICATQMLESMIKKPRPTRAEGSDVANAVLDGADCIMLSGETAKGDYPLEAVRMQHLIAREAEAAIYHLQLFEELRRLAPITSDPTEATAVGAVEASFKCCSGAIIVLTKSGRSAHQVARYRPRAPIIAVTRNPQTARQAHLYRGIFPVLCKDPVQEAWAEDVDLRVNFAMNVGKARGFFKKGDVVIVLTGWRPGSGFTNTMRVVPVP
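Kinase-Glo luminescence reports ATP generated from ADP (0.1 mM) and PEP (0.5 mM) by purified hPK-M2 after 1 h at room temperature, pH 7.2 imidazole buffer; intermediate enzyme activity allows detecting inhibitors and activators.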
FBPA coupling cs = counter-screen for Giardia aldolase inhibitors: coupling enzyme system. 290,000 tested, 0.67% active. AID 2472. activity change, negative = inhibition, % at 58.2 µM, hits read low. coupling enzyme system counterscreen, AmpLite Red fluorescence; in the data active = activity change below about -30%
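Activity here indicates interference with the coupling reaction, not aldolase inhibition. Compounds at 57.5 uM final met coupling enzymes for 10 min at RT; substrate and AmpLite Red detection followed, with a 525/598 nm fluorescence read after 20 min.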
B2AR arrestin = agonists driving beta-arrestin recruitment to human beta2-adrenergic receptor. 330,000 tested, 0.02% active. AID 492947. P07550. beta-arrestin recruitment to beta2AR, cell-based reporter. Potency, µM (highest dose often 46.1 µM), inactives show at the highest dose activation, hits mostly activators;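 note: potency is the fitted concentration of half-maximal effect; 0% = DMSO controls and full agonism = EC100 isoproterenol or metaproterenol; nearly all actives have a fitted effect of over 65% in size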
Eya2 inh = blocks the phosphatase activity of human Eya2; O00167; recombinant Eya2, OMFP fluorescence dephosphorylation (OMFP is methylfluorescein phosphate); Potency, µM (doses to about 76.9 µM), inactives show top-dose activity, negative = inhibition, most hits filed as inhibitors; 330,000 tested, 0.006% active; note: potency is the fitted concentration of half-maximal effect
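Eya2 protein (added as 0.2 uM solution) was preincubated with compound for 10 min at ambient temperature in 50 mM HEPES pH 7.5, 50 mM NaCl, 5 uM MgCl2, 0.05% BSA, 1 mM DTT. OMFP (added at 50 uM) then reacted 10 min; fluorescence read at 485/525 nm.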
GALK inh = galactokinase (human) inhibition. Purified GALK, Kinase-Glo residual ATP luminescence. Potency, µM (titrated, usually from 57.5 µM), without a hit: top-dose activity change, negative = inhibition, hits mostly inhibitors. AID 1868. P51570. 270,000 tested, 0.007% active; note: potency is the fitted concentration of half-maximal effect
Target sequence (P51570 whole entry, looked up): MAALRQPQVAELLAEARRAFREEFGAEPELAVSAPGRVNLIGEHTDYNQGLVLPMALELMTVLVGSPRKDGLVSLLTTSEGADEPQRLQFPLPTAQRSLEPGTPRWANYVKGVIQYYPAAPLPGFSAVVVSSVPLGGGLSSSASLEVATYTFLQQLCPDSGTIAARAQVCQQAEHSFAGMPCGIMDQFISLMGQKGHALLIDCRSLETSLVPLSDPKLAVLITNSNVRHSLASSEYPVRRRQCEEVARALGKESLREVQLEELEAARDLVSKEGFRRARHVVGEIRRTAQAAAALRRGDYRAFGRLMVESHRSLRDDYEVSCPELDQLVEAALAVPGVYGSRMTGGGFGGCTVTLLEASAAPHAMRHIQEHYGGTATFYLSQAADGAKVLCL
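Compounds were pin-transferred into ATP buffer (35 uM final), then GALK plus galactose (5 nM, 100 uM final) was added. After 1 h at room temperature, Kinase-Glo Plus was added and luminescence read after 10 min.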
The depositor's hits bear a star. Unless noted, calls come from the whole dose curve; as a rule, active = well fitted curve in the direction sought with a large enough effect; inconclusive = small, poorly fitted or top-dose-only effect, or another doubt; inactive = no such curve, though single readings can be large; an effect the other way counts as inactive or inconclusive. Unless noted, % is set by controls: 0 for no effect and ±100 for the full control effect.

How did Cc1ccc(NC(=O)c2oc3ccccc3c2NC(=O)C2CC2)cc1 do in these assays?
uPA surface inh: 11%; Giardia killer: -1; USP2a block: 2%; KCNH2 3.1 inh: 10; KCNH2 WT inh: 7; Chronic BCR inh: inconclusive; B2AR arrestin: 0.3%; Eya2 inh: 0%; GALK inh: -3%

What do the screens show for `C=C(C)C(=O)N1CC2(CC(c3cccc(NC(=O)COc4ccc(Cl)cc4)c3)=NO2)C[C@@H]1C(N)=O` (stereo not given in full)?
uPA surface inh: 1%; Giardia killer: 8; USP2a block: 0%; KCNH2 3.1 inh: -7; KCNH2 WT inh: 4; Chronic BCR inh: inconclusive; PKM2 act: 1%; FBPA coupling cs: 4; B2AR arrestin: 0.0%; Eya2 inh: 13%; GALK inh: 2%

Results for O=C(CN1C(=O)NC2(CCCC2)C1=O)Nc1nc(-c2ccc(F)c(F)c2)cs1 ?
uPA surface inh: 2%; Giardia killer: 3; USP2a block: -1%; KCNH2 3.1 inh: -1; KCNH2 WT inh: 4; Chronic BCR inh: 6%; B2AR arrestin: -0.1%; Eya2 inh: -2%

What do the screens show for `COC(=O)c1c(NC(=O)c2ccccc2OC)sc(C(=O)N2CCOCC2)c1C`?
uPA surface inh: 1%; Giardia killer: 30; USP2a block: 1%; KCNH2 3.1 inh: 20; KCNH2 WT inh: 29; Chronic BCR inh: inconclusive; FBPA coupling cs: -2; B2AR arrestin: 0.0%; Eya2 inh: -17%; GALK inh: -4%

How did Cc1cc(NC(=O)CSc2nnc(-c3ccccc3)n2C)no1 do in these assays?
uPA surface inh: 1%; Giardia killer: -2; USP2a block: 4%; KCNH2 3.1 inh: 3; KCNH2 WT inh: -7; Chronic BCR inh: 0%; PKM2 act: 0%; FBPA coupling cs: 1; B2AR arrestin: 2.9%; Eya2 inh: 17%; GALK inh: 0%

Results for NC(=O)CC1NC(=O)c2ccccc21 (stereo not given) ?
uPA surface inh: 4%; Giardia killer: -10; USP2a block: -2%; KCNH2 3.1 inh: -27; KCNH2 WT inh: 3; Chronic BCR inh: 0%; PKM2 act: 2%; FBPA coupling cs: 1; B2AR arrestin: -0.3%; Eya2 inh: 11%; GALK inh: 1%

What do the screens show for `COc1ccc(OC)c(S(=O)(=O)N(C)CC(=O)N2CCN(c3ccccc3)CC2)c1`?
uPA surface inh: 1%; Giardia killer: 2; USP2a block: 0%; KCNH2 3.1 inh: -1; KCNH2 WT inh: 0; Chronic BCR inh: 1%; PKM2 act: 2%; FBPA coupling cs: -4; B2AR arrestin: -0.4%; Eya2 inh: -14%; GALK inh: 5%

How did CC/C(=N\N=C1\SC(C)C(=O)N1Cc1ccco1)c1ccccc1 (stereo not given) do in these assays?
uPA surface inh: 1%; Giardia killer: -2; USP2a block: -1%; KCNH2 3.1 inh: -13; KCNH2 WT inh: -14; Chronic BCR inh: 7%; PKM2 act: -3%; FBPA coupling cs: -2; B2AR arrestin: -0.4%; Eya2 inh: 3%; GALK inh: 1%

Results for CSC(=Nc1cccc(C)c1)NC#N ?
uPA surface inh: -14%; Giardia killer: 6; USP2a block: 3%; KCNH2 3.1 inh: 1; KCNH2 WT inh: -4; Chronic BCR inh: 0%; PKM2 act: -8%; FBPA coupling cs: -5; B2AR arrestin: -0.9%; Eya2 inh: -1%; GALK inh: 3%

What do the screens show for `CCOc1cc(/C=N/Nc2nn3cnnc3c3ccccc23)ccc1O`?
uPA surface inh: 6%; Giardia killer: 12; USP2a block: 1%; KCNH2 3.1 inh: 2; KCNH2 WT inh: -7; Chronic BCR inh: inconclusive; PKM2 act: -55%; FBPA coupling cs: -1; B2AR arrestin: -0.7%; Eya2 inh: -6%; GALK inh: -8%

How did CCOC(=O)c1c(C)oc2c(F)c(F)c(F)c(F)c2c1=O do in these assays?
uPA surface inh: 7%; Giardia killer: 6; USP2a block: 0%; KCNH2 3.1 inh: 20; KCNH2 WT inh: -19; Chronic BCR inh: -13%; PKM2 act: -6%; FBPA coupling cs: 5; B2AR arrestin: -0.2%; Eya2 inh: 22%; GALK inh: -2%

How did COc1cc(NC(=O)c2ccccc2)c(OC)cc1NC(=O)CN1C(=O)N(C)C2(CCCCC2)C1=O do in these assays?
uPA surface inh: 2%; Giardia killer: 7; USP2a block: 2%; KCNH2 3.1 inh: 2; KCNH2 WT inh: -6; Chronic BCR inh: 7%; B2AR arrestin: -0.2%; Eya2 inh: 17%

Results for COc1ccc(C2(c3ccc(OC)cc3)NC(=O)N(CC(=O)Nc3ccccc3C)C2=O)cc1 ?
uPA surface inh: 0%; Giardia killer: -9; USP2a block: -2%; KCNH2 3.1 inh: -8; KCNH2 WT inh: 7; Chronic BCR inh: 0%; PKM2 act: -2%; B2AR arrestin: -0.5%; Eya2 inh: 5%; GALK inh: 4%

How did NC1=NC(=Nc2ccc(S(=O)(=O)N3CCOCC3)cc2)c2ccccc21 do in these assays?
uPA surface inh: -3%; Giardia killer: -6; USP2a block: -1%; KCNH2 3.1 inh: 14; KCNH2 WT inh: -5; Chronic BCR inh: 2%; PKM2 act: -1%; FBPA coupling cs: 2; B2AR arrestin: -0.6%; Eya2 inh: 7%; GALK inh: -1%

How did NC(=O)CCC(NC(=O)c1ccc(Cl)cc1)C(=O)NCCc1ccc2c(c1)OCCO2 (stereo not given) do in these assays?
uPA surface inh: 0%; Giardia killer: -4; USP2a block: 0%; KCNH2 3.1 inh: 1; KCNH2 WT inh: 0; Chronic BCR inh: 0%; B2AR arrestin: -0.4%; Eya2 inh: 11%

Results for CC(NC(=O)COC(=O)CCc1nc2ccccc2c(=O)[nH]1)c1ccccc1 (stereo not given) ?
uPA surface inh: 0%; Giardia killer: 4; USP2a block: 0%; KCNH2 3.1 inh: -6; KCNH2 WT inh: 14; Chronic BCR inh: -10%; PKM2 act: -17%; FBPA coupling cs: -1; B2AR arrestin: -0.2%; Eya2 inh: 5%; GALK inh: 8%

How did COc1ccc(CN(C)S(=O)(=O)c2nnc(NC(=O)c3cccc(C)c3)s2)cc1OC do in these assays?
uPA surface inh: -22%; Giardia killer: -17; USP2a block: 2%; KCNH2 3.1 inh: -25; KCNH2 WT inh: 18; Chronic BCR inh: inconclusive; B2AR arrestin: 0.1%; Eya2 inh: 4%; GALK inh: -11%

How did CC(C)(CNS(=O)(=O)c1cccs1)N1CCOCC1 do in these assays?
uPA surface inh: 3%; Giardia killer: 4; USP2a block: 6%; KCNH2 3.1 inh: 13; KCNH2 WT inh: 0; Chronic BCR inh: -1%; B2AR arrestin: 0.1%; Eya2 inh: -1%

Results for C#CCn1c(=O)c2c(ncn2C)n(C)c1=O ?
uPA surface inh: 8%; Giardia killer: 4; KCNH2 3.1 inh: 7; KCNH2 WT inh: -10; Eya2 inh: 4%

What do the screens show for `CCn1c2ccccc2c2cc(NC(=O)CSc3nnc(-c4ccc(OC)cc4)n3N)ccc21`?
uPA surface inh: 2%; Giardia killer: -19; USP2a block: -1%; KCNH2 3.1 inh: -21; KCNH2 WT inh: -2; Chronic BCR inh: inconclusive; PKM2 act: -2%; FBPA coupling cs: 0; B2AR arrestin: -0.1%; Eya2 inh: -13%; GALK inh: -1%

What do the screens show for `Cc1ccc2nc(SCC(=O)N/N=C/c3ccc(C(=O)O)cc3)cc(C)c2c1`?
uPA surface inh: 9%; Giardia killer: 2; USP2a block: 0%; KCNH2 3.1 inh: 2; KCNH2 WT inh: 5; Chronic BCR inh: -17%; PKM2 act: -1%; FBPA coupling cs: 13; B2AR arrestin: -0.1%; Eya2 inh: 10%; GALK inh: -6%

Results for O=c1cc(-c2ccccc2)nc(SCc2ccc(F)cc2)[nH]1 ?
uPA surface inh: 4%; Giardia killer: -19; USP2a block: 1%; KCNH2 3.1 inh: -10; KCNH2 WT inh: -3; Chronic BCR inh: 0%; PKM2 act: 3%; FBPA coupling cs: 2; B2AR arrestin: -0.6%; Eya2 inh: 7%

What do the screens show for `Cc1cccc(-n2c(CNC(=O)COc3ccccc3)nnc2SCC(=O)Nc2nccs2)c1`?
uPA surface inh: 6%; Giardia killer: -25; USP2a block: 0%; KCNH2 3.1 inh: 5; KCNH2 WT inh: -8; Chronic BCR inh: 0%; PKM2 act: -14%; FBPA coupling cs: -1; B2AR arrestin: -0.4%; Eya2 inh: -17%; GALK inh: -2%

How did CCc1ccc(C2NC(=S)NC3=C2C(=O)CCC3)cc1 (stereo not given) do in these assays?
uPA surface inh: 2%; Giardia killer: -3; USP2a block: 5%; KCNH2 3.1 inh: -5; KCNH2 WT inh: 0; Chronic BCR inh: 1%; PKM2 act: 0%; FBPA coupling cs: 1; B2AR arrestin: -2.2%; Eya2 inh: 2%; GALK inh: 0%

Screening results deposited in PubChem BioAssay by National Center for Advancing Translational Sciences (NCATS).

Rows were taken by chance; about 2.4% have a hit in one of these screens.
